S100A4 inh HTS = inhibitors of human S100A4 binding to myosin IIA peptide; S100A4/TAMRA-MyoIIA peptide fluorescence polarization; P26447; inhibition, % at 10.7 µM; 360,000 compounds, 0.14% hits;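 active means mean inhibition of at least 70% across replicates, with every replicate also reaching that level; inconclusive means mean inhibition reaches 70% but some replicates fall short; inactive means mean inhibition below 70%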
Target sequence (P26447 whole entry, looked up): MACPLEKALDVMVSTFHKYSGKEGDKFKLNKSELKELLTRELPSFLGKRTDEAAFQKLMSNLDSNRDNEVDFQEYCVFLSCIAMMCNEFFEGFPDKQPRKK
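Test system: S100A4 monomer protein. Medium: HEPES buffer with Ca2+, pH 7.2. Reagent: fluorescent myosin IIA peptide, 5 nM. Compound dosing: single-point compound testing. Timing: 5 min between mix addition and reading. Benchmarks: DMSO neutral and TFP positive wells.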
ERAP1 inh = ERAP1 (human) enzyme inhibition; Q9NZ08; recombinant ERAP1, Leu-AMC fluorescence, 60 min; inhibition, % at 10.7 µM; 340,000 compounds, 0.15% hits;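 active means mean replicate inhibition of at least 30%, or all replicates individually reaching that 30% level; inactive means mean below 30% and not every replicate reaching it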;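 further: 0% = neutral control wells and 100% = L-leucinethiol positive control wells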
Target sequence (Q9NZ08 whole entry, looked up): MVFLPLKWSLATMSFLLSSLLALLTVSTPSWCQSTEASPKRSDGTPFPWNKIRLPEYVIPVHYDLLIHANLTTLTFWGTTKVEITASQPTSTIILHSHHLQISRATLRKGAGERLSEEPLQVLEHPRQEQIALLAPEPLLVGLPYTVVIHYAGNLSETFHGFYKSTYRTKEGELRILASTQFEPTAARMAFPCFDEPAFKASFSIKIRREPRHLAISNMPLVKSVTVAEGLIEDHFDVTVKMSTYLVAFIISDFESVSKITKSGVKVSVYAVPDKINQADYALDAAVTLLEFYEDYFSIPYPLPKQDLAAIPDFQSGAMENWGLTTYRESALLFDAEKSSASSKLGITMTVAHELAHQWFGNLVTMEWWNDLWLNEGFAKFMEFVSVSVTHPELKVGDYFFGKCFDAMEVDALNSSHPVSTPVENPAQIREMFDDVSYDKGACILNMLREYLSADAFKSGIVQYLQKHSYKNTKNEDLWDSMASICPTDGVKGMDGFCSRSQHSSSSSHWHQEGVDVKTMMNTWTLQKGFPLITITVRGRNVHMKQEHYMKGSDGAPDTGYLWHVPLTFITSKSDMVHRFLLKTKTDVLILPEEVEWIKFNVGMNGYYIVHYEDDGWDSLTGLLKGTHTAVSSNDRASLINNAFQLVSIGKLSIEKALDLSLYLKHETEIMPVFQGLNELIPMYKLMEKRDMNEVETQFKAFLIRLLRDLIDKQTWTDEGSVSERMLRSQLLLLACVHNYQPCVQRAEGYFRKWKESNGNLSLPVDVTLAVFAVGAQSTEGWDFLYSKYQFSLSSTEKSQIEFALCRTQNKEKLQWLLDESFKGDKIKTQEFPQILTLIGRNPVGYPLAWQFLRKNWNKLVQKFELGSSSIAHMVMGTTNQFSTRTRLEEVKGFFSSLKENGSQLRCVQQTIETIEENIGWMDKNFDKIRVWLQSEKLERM
RAD54 branch = RAD54 (human) branch migration inhibition. Q92698. RAD54 Holliday junction branch migration, FAM/BHQ fluorescence. inhibition, % at 10.4 µM. 360,000 compounds, 0.14% hits. AID 602329;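 active means mean normalized replicate activity at least 40 and at least half of replicates scoring 40 or more; inconclusive means only one of the two criteria met; inactive means mean below 40 and under half of replicates reaching 40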;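 further: 0% = median of neutral control wells and 100% = median of positive control wells; inhibitors cause a drop in the FAM fluorescence signal; in these data hits start at about 50%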
ERp5 inh = inhibitors of human ERp5. Q15084. ERp5 insulin aggregation, absorbance 650 nm, 90 min. inhibition, % at 9.99 µM. 350,000 compounds, 0.05% hits. AID 651711;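 active means mean replicate inhibition above about 25%, with every replicate also reaching it, limit read from the data, passing the limit was not always enough; inconclusive means only one of those two criteria met; inactive means neither criterion met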
esBAF inh = SWI/SNF esBAF complex inhibition | 350,000 compounds, 2% hits | mouse ES cells, Bmi1-luciferase knock-in reporter, 24 h; 100% = twice the neutral-well signal | AID 602393 | reporter increase, % at 12.5 µM; in the data active means activation above about 40%; inconclusive means no clear call, values can overlap the other calls;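 further: 0% = median of the plate's neutral control wells and 100% = double that signal; a rise in the Bmi1 reporter signal indicates esBAF inhibition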
Xi reactivation = reactivates the inactive X chromosome in mouse fibroblasts; XiGFP mouse fibroblasts, % GFP-positive cells imaging, 3 d; cells co-treated with 5-aza-dC sensitizer; scaled so ellipticine positive control = 100%; activation, % at 7.58 µM; 360,000 compounds, 0.055% hits;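 active means mean normalized replicate activation at least 10% and every replicate at or above 10%; inconclusive means only one of the two criteria met; inactive means mean below 10% and not all replicates reach 10%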;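 further: 0% = median of on-plate neutral control wells and 100% = ellipticine 6 µM median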
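Assay system – SV40-immortalized XiGFP fibroblast cells, line 68-5-11 · Buffer or medium – DMEM supplemented with 5-aza-dC as sensitizing agent · Dosing – one concentration, pinned · Benchmarks – positive control ellipticine, 6 µM final · Times – 3 days compound exposure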
RAD52 inh = blocks human RAD52 DNA annealing; inhibition, % at 18.7 µM; P43351; recombinant RAD52 DNA annealing, FRET fluorescence; AID 651710; 360,000 compounds, 0.46% hits;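 active means every replicate showing at least 50% inhibition; inconclusive means mean inhibition at least 50% but not in every replicate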
E-sel inducer = E-selectin induction on HUVECs; P16581; HUVEC E-selectin immunofluorescence imaging; normalized: neutral wells 0, TNF-alpha wells 100; activation, % at 7.58 µM; 260,000 compounds, 0.37% hits;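 active means mean E-selectin-positive cell signal at least 10% of the positive control, reached in at least 60% of replicates, without over 20% cell loss; inconclusive means no rule given, readout overlaps actives, possibly toxicity-flagged; inactive means the rest, including those meeting only one limit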;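 further: in these data hits start at about 27%; measured in HUVEC primary endothelial cells; signal is the percent of cells scored E-selectin positive by PE staining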
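material = human umbilical vein endothelial cells (HUVEC), E-selectin induction | quantity = 3,000 cells/well | medium = EGM-2 growth medium on 0.1% gelatin-coated wells | technique = immunofluorescence imaging | read-out basis = % PE-positive cells | control set = TNF-alpha positive control, DMSO neutral control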
The depositor's hits bear a star.

For COc1ccccc1N1CCN(C(=O)CCNC(=O)c2ccco2)CC1 the results were S100A4 inh HTS -5, ERAP1 inh 0, RAD54 branch -6, ERp5 inh -9, esBAF inh 19, Xi reactivation 0.3 and RAD52 inh -14.
`CCOC(=O)[C@]12CCC=C1N(Cc1ccco1)C(=O)[C@H](CC(=O)N1CCSCC1)C2` gave S100A4 inh HTS -17, ERAP1 inh -1, ERp5 inh -2, Xi reactivation 0.0, RAD52 inh -13 and E-sel inducer 0.5.
CCOc1ccc(CCNC(=O)COC(=O)c2nccnc2N)cc1OCC was read as S100A4 inh HTS -2, ERAP1 inh -3, RAD54 branch -8, ERp5 inh 5, esBAF inh -5, Xi reactivation -0.1, RAD52 inh -7 and E-sel inducer -0.5.
Screening COCC(=O)Nc1ccc2c(c1)C(=O)N(C)C[C@@H](OC)[C@@H](C)CN[C@@H](C)CO2 returned RAD54 branch 13, esBAF inh 3, Xi reactivation -0.5 and E-sel inducer -0.2.
Screening CC1=NN(C(N)=S)C(=O)C1N=Nc1cccc([N+](=O)[O-])c1 (configuration not stated) returned S100A4 inh HTS -7, ERAP1 inh -1, RAD54 branch 13, ERp5 inh -6, esBAF inh inconclusive, Xi reactivation 0.1 and RAD52 inh -5.
`CCOC(=O)c1ccc(Nc2nc(C)cc(C)n2)cc1` gave S100A4 inh HTS 3, ERAP1 inh -3, RAD54 branch 7, ERp5 inh 3, esBAF inh 39, Xi reactivation 0.0 and RAD52 inh -23.
CN1C(=O)c2cc(NC(=O)c3cnccn3)ccc2OC[C@@H]2O[C@H](CC(=O)NCC3CCCCC3)CC[C@H]21 was read as S100A4 inh HTS -4, ERAP1 inh 3, RAD54 branch -5, ERp5 inh 6, esBAF inh -6, Xi reactivation 0.0, RAD52 inh 16 and E-sel inducer 0.4.
Screening COc1ccc(NC(=O)CCCCCn2nnc3ccccc3c2=O)cc1 returned S100A4 inh HTS 0, ERAP1 inh 0, RAD54 branch -11, ERp5 inh 1, esBAF inh -9, Xi reactivation 0.3 and RAD52 inh 1.
Cc1ccc(C)c(N2CCN(S(=O)(=O)c3c(C)noc3C)CC2)c1 was read as S100A4 inh HTS 1, ERAP1 inh 2, RAD54 branch 6, ERp5 inh -12, esBAF inh 2, Xi reactivation 0.0 and RAD52 inh -8.
For C[C@@H]1CN([C@H](C)CO)C(=O)Cc2cc(NC(=O)C3CCCCC3)ccc2O[C@@H]1CN(C)CC1CC1 the results were S100A4 inh HTS 0, ERAP1 inh 0, RAD54 branch -5, ERp5 inh 6, esBAF inh 3, Xi reactivation -1.1, RAD52 inh 3 and E-sel inducer 0.1.
`Cc1ccc(C(=O)Nc2ccc(N3CCN(C(=O)c4cccs4)CC3)cc2)c(Cl)c1` gave S100A4 inh HTS -7, ERAP1 inh -5, RAD54 branch 12, ERp5 inh 1, esBAF inh -7, Xi reactivation 0.0 and RAD52 inh -9.
CO[C@@H](CN(C)C(=O)Nc1ccc(F)cc1)[C@H](C)CN(Cc1ccccc1Cl)[C@H](C)CO was read as S100A4 inh HTS 2, ERAP1 inh 0, RAD54 branch -7, ERp5 inh -1, esBAF inh 4, Xi reactivation 0.0, RAD52 inh 0 and E-sel inducer -0.1.
`CCCNC(=O)N(C)C[C@H]1Oc2cc(-c3ccccc3F)ccc2S(=O)(=O)N([C@H](C)CO)C[C@H]1C` gave RAD54 branch 11, esBAF inh -3, Xi reactivation -1.1 and E-sel inducer -0.9.
For COC(=O)c1ccc(Cn2c(C)c(C(=O)NCc3cccc([N+](=O)[O-])c3)sc2=O)o1 the results were S100A4 inh HTS 2, RAD54 branch -6, ERp5 inh 1, esBAF inh -8, Xi reactivation -0.1 and RAD52 inh -11.
Screening O=C(C1CCOCC1)N1CC(=O)N2[C@H](C1)[C@H](c1ccc(C#CC3CCCCC3)cc1)[C@@H]2CO returned S100A4 inh HTS 35, ERAP1 inh -2, ERp5 inh -8, Xi reactivation 0.1, RAD52 inh 7 and E-sel inducer 0.0.
Cc1cc2occ(CC(=O)N(C)CC(=O)Nc3cccc(F)c3)c2cc1C was read as S100A4 inh HTS 12, ERAP1 inh -1, RAD54 branch 11, ERp5 inh 8, Xi reactivation 0.2, RAD52 inh -9 and E-sel inducer 0.1.
For O=C(C[C@@H]1CC[C@H]2[C@@H](COC[C@H](O)CN2S(=O)(=O)c2ccc(Cl)cc2)O1)NCCN1CCCC1 the results were S100A4 inh HTS 6, ERAP1 inh 14, RAD54 branch -6, ERp5 inh -1, esBAF inh -3, Xi reactivation 0.0, RAD52 inh 14 and E-sel inducer 0.3.
COCCNC(=S)NC1CC2CCC(C1)N2Cc1ccccc1 (configuration not stated) was read as S100A4 inh HTS 1, ERAP1 inh 1, ERp5 inh 4, esBAF inh -1, Xi reactivation 0.0, RAD52 inh -6 and E-sel inducer -0.3.
C[C@@H]1CN([C@@H](C)CO)C(=O)Cc2cc(NS(=O)(=O)c3cccs3)ccc2O[C@@H]1CN(C)C(=O)Nc1cccc2ccccc12 was read as RAD54 branch -1, esBAF inh 0, Xi reactivation 0.0 and E-sel inducer -8.7.
COc1ccccc1NC(=O)CSc1n[nH]c(-c2cccnc2)n1 was read as S100A4 inh HTS -3, ERAP1 inh 0, RAD54 branch 6, ERp5 inh 1, Xi reactivation 0.1, RAD52 inh -12 and E-sel inducer 2.1.
Screening CCOC(=O)C1=C(C)N(CCCC(=O)O)C(=O)NC1c1ccccc1Cl (configuration not stated) returned S100A4 inh HTS -13, ERAP1 inh 1, ERp5 inh 2, Xi reactivation -0.2, RAD52 inh 6 and E-sel inducer 0.6.
O=C(C[C@@H]1C[C@H]2c3cc(NC(=O)Nc4ccccc4)ccc3O[C@H]2[C@@H](CO)O1)NCc1ccccn1 was read as S100A4 inh HTS 7, ERAP1 inh 1, RAD54 branch 4, ERp5 inh 2, esBAF inh -3, Xi reactivation 0.1, RAD52 inh 11 and E-sel inducer -0.1.
For O=C(Nc1nc(-c2ccccc2)ns1)c1cccs1 the results were S100A4 inh HTS -2, ERAP1 inh 2, RAD54 branch -6, ERp5 inh 0, esBAF inh 44* and RAD52 inh -7.
Screening CN(C)C(=O)C[C@@H]1C[C@@H]2c3cc(NS(=O)(=O)c4ccc(F)cc4)ccc3O[C@@H]2[C@H](CO)O1 returned RAD54 branch 0, esBAF inh -2, Xi reactivation -0.1 and E-sel inducer 0.8.
For CC(=O)NC(c1ccco1)c1cc(Cl)c2ccccc2c1O (configuration not stated) the results were S100A4 inh HTS 0, ERAP1 inh -1, RAD54 branch -8, ERp5 inh -2, esBAF inh -10, Xi reactivation 0.1, RAD52 inh -6 and E-sel inducer -0.1.
CCN1[C@@H]2c3ccc(-c4ccccc4OC)c(=O)n3C[C@H]1[C@H](CO)[C@H]2C(=O)N[C@@H](C)c1ccccc1 was read as S100A4 inh HTS 15, ERAP1 inh -2, RAD54 branch 10, ERp5 inh 0, esBAF inh -4, Xi reactivation 0.5, RAD52 inh -2 and E-sel inducer 0.0.
`COC(=O)C(NC(=O)C(C)Oc1ccccc1)C(C)C` (configuration not stated) gave S100A4 inh HTS 3, ERAP1 inh -3, RAD54 branch 2, ERp5 inh -1, esBAF inh -3 and RAD52 inh -11.
O=[N+]([O-])c1ccc(-c2nnc3cccc(Cl)n23)cc1 was read as S100A4 inh HTS -5, ERAP1 inh -6, RAD54 branch -9, ERp5 inh -6, esBAF inh -3, Xi reactivation 0.1 and RAD52 inh -3.
Screening Cn1c(SCC(=O)NCC2CCCO2)nc2c(c1=O)SCC2 (configuration not stated) returned S100A4 inh HTS 14, ERAP1 inh -9, RAD54 branch 9, ERp5 inh 6, esBAF inh 5, Xi reactivation 0.3, RAD52 inh -57 and E-sel inducer 16.
Screening CCN1CCN(C(=O)c2cc3c(=O)n4ccccc4nc3s2)CC1 returned S100A4 inh HTS -4, ERAP1 inh 27, RAD54 branch 13, ERp5 inh 0, esBAF inh 8, Xi reactivation 0.1, RAD52 inh -3 and E-sel inducer 0.4.

Structures from the list above with a nitro group on carbon, in the order listed:
Screening CC1=NN(C(N)=S)C(=O)C1N=Nc1cccc([N+](=O)[O-])c1 (configuration not stated) returned S100A4 inh HTS -7, ERAP1 inh -1, RAD54 branch 13, ERp5 inh -6, esBAF inh inconclusive, Xi reactivation 0.1 and RAD52 inh -5.
For COC(=O)c1ccc(Cn2c(C)c(C(=O)NCc3cccc([N+](=O)[O-])c3)sc2=O)o1 the results were S100A4 inh HTS 2, RAD54 branch -6, ERp5 inh 1, esBAF inh -8, Xi reactivation -0.1 and RAD52 inh -11.
O=[N+]([O-])c1ccc(-c2nnc3cccc(Cl)n23)cc1 was read as S100A4 inh HTS -5, ERAP1 inh -6, RAD54 branch -9, ERp5 inh -6, esBAF inh -3, Xi reactivation 0.1 and RAD52 inh -3.

Remaining list, next part:
COc1cccc(N2C(=NC(=O)c3ccccc3)SC3CS(=O)(=O)CC32)c1 (configuration not stated) was read as S100A4 inh HTS 4, ERAP1 inh 2, RAD54 branch 3, ERp5 inh 2, esBAF inh -1, Xi reactivation 0.1, RAD52 inh 7 and E-sel inducer -0.1.
`C[C@@H]1CCCCO[C@H](CN(C)C(=O)NC2CCCCC2)[C@H](C)CN([C@H](C)CO)C(=O)c2cc(NS(=O)(=O)c3cccs3)ccc2O1` gave S100A4 inh HTS 14, ERAP1 inh -1, RAD54 branch 2, ERp5 inh -2, esBAF inh 5, Xi reactivation -0.4, RAD52 inh -14 and E-sel inducer -0.1.
CC/C(=N/NC(=O)c1ccc(Br)cc1)c1ccc(OCCN2CCOCC2)cc1 was read as S100A4 inh HTS -1, ERAP1 inh 0, ERp5 inh 1, Xi reactivation 0.0, RAD52 inh 0 and E-sel inducer -1.0.
Screening CSc1ccc(CNCc2ccc3c(c2)OCO3)cc1 returned S100A4 inh HTS -2, ERAP1 inh 1, RAD54 branch -5, ERp5 inh 2, esBAF inh 5, Xi reactivation -0.1, RAD52 inh -5 and E-sel inducer 0.0.
`C(=N\Nc1nc(-c2cccnc2)nc2ccccc12)/c1ccccc1` gave S100A4 inh HTS -4, ERAP1 inh -3, RAD54 branch 12, ERp5 inh -1, Xi reactivation 0.0, RAD52 inh -24 and E-sel inducer 0.1.
CS(=O)(=O)c1ccc2nc(NC(=O)CCNC(=O)c3ccc([N+](=O)[O-])cc3)sc2c1 was read as S100A4 inh HTS 1, ERAP1 inh 18, RAD54 branch -11, ERp5 inh 5, esBAF inh 3, Xi reactivation 0.0, RAD52 inh -10 and E-sel inducer 0.6.
Cc1ccc(NC2Sc3ccccc3NC2=O)cc1Cl (configuration not stated) was read as S100A4 inh HTS 5, ERAP1 inh -3, RAD54 branch 1, ERp5 inh -4, Xi reactivation -0.1, RAD52 inh -12 and E-sel inducer 0.1.
`COc1ccc2c3c([nH]c2c1)[C@@H](CO)N(C(C)=O)CC31CCN(C(=O)Nc2ccc(F)cc2F)CC1` gave S100A4 inh HTS -6, ERAP1 inh 0, ERp5 inh 8, Xi reactivation 0.1, RAD52 inh 2 and E-sel inducer 0.1.
